# GIRK2 activator – activators of NPY4-receptor-primed GIRK2 channels, summary, cell-based, HEK293, thallium flux | HEK293 GIRK2/NPY4 cells, thallium flux fluorescence | activation (% efficacy), % for hits at 37.5 µM | 34,000 tested, under 10 active | AID 1259324, 2017;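 active = primary screen hit, no activity in plain HEK293 cells, and in GIRK2-only cells above 5% efficacy rising with concentration; inactive = the rest, including fluorescent compounds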;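 note: efficacy is normalized control-subtracted fluorescence 15 s after thallium addition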
# Target sequence (P48051 whole entry, looked up): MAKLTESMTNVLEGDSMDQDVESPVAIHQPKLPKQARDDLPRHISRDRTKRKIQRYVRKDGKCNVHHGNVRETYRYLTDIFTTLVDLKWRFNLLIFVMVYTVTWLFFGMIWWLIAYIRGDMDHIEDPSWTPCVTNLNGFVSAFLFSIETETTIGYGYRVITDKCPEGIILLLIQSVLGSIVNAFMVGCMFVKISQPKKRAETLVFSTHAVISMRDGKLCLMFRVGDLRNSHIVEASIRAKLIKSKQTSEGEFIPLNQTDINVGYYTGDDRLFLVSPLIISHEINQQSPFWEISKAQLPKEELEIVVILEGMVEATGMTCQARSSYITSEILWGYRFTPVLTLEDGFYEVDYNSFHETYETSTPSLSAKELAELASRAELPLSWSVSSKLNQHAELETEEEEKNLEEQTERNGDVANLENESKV
# Calls only; i = inactive. Not all compounds are listed; count on the stated rates, not on these rows.
SMILES,GIRK2 activator
O=C(Cc1csc(NC(=O)c2ccc3c(c2)OCO3)n1)Nc1ccc(-n2cnnn2)cc1,i
CC(C)(C)c1ccc(OCC(=O)Nc2ccc3c(c2)N(C(=O)c2ccco2)CC3)cc1,i
CC1CN(c2ncnc3c2cnn3CCNC(=O)CCCc2ccccc2)CC(C)O1 (stereo not given),i
CC(C)(C)OCc1ccc(Br)cc1,i
COc1cccc(-c2cc(CC(=O)NCCCN(C)C)no2)c1,i
Cc1cc(C(=O)NCC#CCN2CCc3ccccc3C2)c(C)o1,i
COCCn1nnn(-c2ccc(NC(=O)NCc3cccs3)cc2)c1=O,i
O=S(=O)(NCC1(c2cccs2)CC1)c1ccc2c(c1)CCCC2,i
CC(O)CN(CC(C)O)CC(O)COC12CC3CC(CC(C3)C1)C2 (stereo not given),i
O=C(Cc1csc(NC(=O)c2ccco2)n1)Nc1cccc2nsnc12,i
COc1ccc(-c2ccc(N3CCC(C(=O)N4CCOCC4)CC3)nn2)cc1,i
O=C(Nc1cccc(F)c1)c1csc(NS(=O)(=O)c2cccs2)n1,i
Cc1cc(=O)[nH]c(-n2nc(-c3ccco3)cc2NC(=O)c2cc(-c3ccccc3)on2)n1,i
CCCOc1ccc(N2CCN(C(=O)/C=C/c3ccc4c(c3)OCO4)CC2)nn1,i
OC(COCC(c1ccccc1)c1ccccc1)Cn1cnc2ccccc21 (stereo not given),i
CC(C)c1cccc(C(C)C)c1NC(=O)C(C)(C)C,i
O=S(=O)(NCCOc1ccc(-c2cccs2)nn1)c1ccc2c(c1)CCCC2,i
COc1cc(/C=C/C(=O)Nc2nnc(-c3ccn(C)n3)o2)cc(OC)c1OC,i
COc1ccc(Cl)cc1NC(=O)Cn1nc(-c2ccco2)c2sc(N3CCCC3)nc2c1=O,i
COc1ccc([N+](=O)[O-])cc1NC(=O)C1CCN(c2ccc(-c3ccccc3)nn2)CC1,i
C=CCOCC(O)CNC(C)(C)CC(C)(C)C (stereo not given),i
CCn1nnc2c(=O)n(CC(=O)N(C(C)C)C(C)C)cnc21,i
O=C(CCC1CCCCC1)NCCOc1ccc2nnc(-c3ccccc3)n2n1,i
CCCCC1CCC(C(=O)N2CCN(c3nccn3CC)CC2)CC1 (stereo not given),i
CCCC(=O)Nc1cc(C)nn1-c1nc(-c2ccccc2)cs1,i
Cc1nn(C2CCS(=O)(=O)C2)c2nc(-c3ccco3)cc(C(=O)NCc3ccco3)c12 (stereo not given),i
Cc1nnc(SCC(=O)Nc2cc(C(C)(C)C)cc(C(C)(C)C)c2)s1,i
CSc1nn(CC(=O)NCc2ccc3c(c2)OCO3)c(N)c1-c1nc(-c2ccccc2)no1,i
O=C(CCCn1nc(-c2ccco2)ccc1=O)NCCc1ccccc1,i
CC(C)c1ccc(NC(=O)CCc2csc(NS(=O)(=O)c3ccc(F)cc3)n2)cc1,i
CCOCCn1c(=O)c2c(nc(-n3nc(C)cc3C)n2Cc2ccc(C)cc2)n(C)c1=O,i
Cc1ccccc1OCC(=O)Nc1ccc2c(c1)N(C(=O)c1ccco1)CC2,i
O=C(Cc1ccc(F)cc1)NCC1CCN(C(=O)c2cc3ccccc3o2)CC1,i
CC(C)(C)CC(=O)NCC(O)Cc1ccccc1 (stereo not given),i
O=C(CSc1nc2ccsc2c(=O)n1CCc1ccccc1)NCc1ccc(Cl)cc1,i
Cc1ccc(S(=O)(=O)N2CCCc3ccc(NS(=O)(=O)c4ccccc4)cc32)cc1,i
COc1ccc(C(=O)CSc2nc(CC(=O)NCc3cccnc3)cs2)cc1,i
CC(=O)Nc1ccc(SCC(=O)NCc2ccc(F)cc2)nn1,i
CS(=O)(=O)N1CCC(C(=O)Nc2ccc3scnc3c2)CC1,i
CC(C)C(=O)N1CCCc2ccc(NC(=O)Nc3cccc(Cl)c3)cc21,i

# 18 entries from above, tab-delimited.
Structure	GIRK2 activator
COc1ccc([N+](=O)[O-])cc1NC(=O)C1CCN(c2ccc(-c3ccccc3)nn2)CC1	i
C=CCOCC(O)CNC(C)(C)CC(C)(C)C (stereo not given)	i
CCn1nnc2c(=O)n(CC(=O)N(C(C)C)C(C)C)cnc21	i
O=C(CCC1CCCCC1)NCCOc1ccc2nnc(-c3ccccc3)n2n1	i
CCCCC1CCC(C(=O)N2CCN(c3nccn3CC)CC2)CC1 (stereo not given)	i
CCCC(=O)Nc1cc(C)nn1-c1nc(-c2ccccc2)cs1	i
Cc1nn(C2CCS(=O)(=O)C2)c2nc(-c3ccco3)cc(C(=O)NCc3ccco3)c12 (stereo not given)	i
Cc1nnc(SCC(=O)Nc2cc(C(C)(C)C)cc(C(C)(C)C)c2)s1	i
CSc1nn(CC(=O)NCc2ccc3c(c2)OCO3)c(N)c1-c1nc(-c2ccccc2)no1	i
O=C(CCCn1nc(-c2ccco2)ccc1=O)NCCc1ccccc1	i
CC(C)c1ccc(NC(=O)CCc2csc(NS(=O)(=O)c3ccc(F)cc3)n2)cc1	i
CCOCCn1c(=O)c2c(nc(-n3nc(C)cc3C)n2Cc2ccc(C)cc2)n(C)c1=O	i
Cc1ccccc1OCC(=O)Nc1ccc2c(c1)N(C(=O)c1ccco1)CC2	i
O=C(Cc1ccc(F)cc1)NCC1CCN(C(=O)c2cc3ccccc3o2)CC1	i
CC(C)(C)CC(=O)NCC(O)Cc1ccccc1 (stereo not given)	i
O=C(CSc1nc2ccsc2c(=O)n1CCc1ccccc1)NCc1ccc(Cl)cc1	i
Cc1ccc(S(=O)(=O)N2CCCc3ccc(NS(=O)(=O)c4ccccc4)cc32)cc1	i
COc1ccc(C(=O)CSc2nc(CC(=O)NCc3cccnc3)cs2)cc1	i

# Additional results
SMILES,GIRK2 activator
Cc1c(C(=O)NCCOc2cccc(C(F)(F)F)c2)cccc1[N+](=O)[O-],i
CSc1nn(CC(=O)Nc2ccc(Br)cc2F)c(N)c1S(=O)(=O)c1ccccc1,i
COc1cc([N+](=O)[O-])ccc1NC(=O)c1ccc(=O)n(Cc2cccc(C(F)(F)F)c2)c1,i
CCN1CCN(C(=O)c2cc(-c3ccc(OC)cc3)nc3c2c(C)nn3C2CCS(=O)(=O)C2)CC1 (stereo not given),i
COc1cn(CC(=O)NCc2ccc3c(c2)OCO3)c(CSc2nncn2C)cc1=O,i
Cc1cc(NC(=O)c2ccc(C(=O)c3ccccc3)cc2)on1,i
O=S(=O)(NCC1CCN(c2ccccn2)CC1)c1ccccc1F,i
O=C(/C=C/c1ccccc1)Nc1ccc2c(c1)N(C(=O)c1ccccc1)CCC2,i
Cc1cc(C(=O)Nc2nnc(-c3ccc(Br)s3)o2)no1,i
Fc1ccc(CNCCC2=CCCCC2)cc1,i
CCOC(=O)c1ccccc1NC(=O)Cn1cc(OC)c(=O)cc1CSc1nc(C)cc(C)n1,i
NC(=O)Cn1nc(-c2ccco2)ccc1=O,i
COCC(=O)N1CCCc2ccc(NC(=O)Cc3ccccc3Cl)cc21,i
CC(C)CCNC(=O)CSc1ncc(S(=O)(=O)c2ccc(Cl)s2)c(N)n1,i
COc1ccc(-n2nnnc2SCC(=O)Nc2cccc(C(C)=O)c2)cc1,i
N#C/C(=C\N1CCN(c2ccccc2)CC1)C(=O)NCc1ccccc1,i
COc1ccccc1CCNC(=O)Cn1cnc(-c2ccccc2)cc1=O,i
O=C(NCc1ccc2c(c1)OCO2)C(=O)Nc1cc2c3c(c1)CCC(=O)N3CCC2,i
COc1ccc(CC(=O)NCC2COC3(CCCCC3)O2)cc1 (stereo not given),i
O=C(NCC1(c2cccs2)CCCC1)C(=O)Nc1ccc2c(c1)OCO2,i
COc1ccc(OC)c(-c2ccc(=O)n(CC(=O)Nc3cccc(Cl)c3)n2)c1,i
CCOCCn1c(=NC(=O)c2cc(C)no2)sc2cc(F)ccc21,i
CCC(=O)Nc1ccc(S(=O)(=O)NCCN2CCC(c3cccs3)CC2)c(C)c1,i
O=C(Nc1ccc2scnc2c1)c1ccc(S(=O)(=O)N2CCCC2)cc1,i
CCc1ccccc1NC(=O)c1ncccn1,i
CN(C)C(CNC(=O)Nc1cccs1)c1cccn1C (stereo not given),i
CCCCn1cnc2c(-c3ccccc3)cn(CC(=O)Nc3cccc(C(=O)OC)c3)c2c1=O,i
CC1(C)Cc2c(sc(N)c2C#N)C(C)(C)N1,i
Cn1cccc(C(=O)Nc2ccc3c(c2)N(C(=O)c2ccco2)CC3)c1=O,i
O=C(Nc1cccc(Cl)c1Cl)C1(c2ccc(F)cc2)CC1,i
Cc1ccc(-n2nc3c(c2-n2cccc2)CN(C(=O)C2CC2)C3)cc1C,i
C1CNC(C23CC4CC(CC(C4)C2)C3)=N1,i
O=C(Nc1ccc2c(c1)N(C(=O)C1CCCO1)CC2)c1ccc(F)c(F)c1 (stereo not given),i
COc1ccccc1NC(=O)N1CCC(CNS(=O)(=O)c2ccc(Cl)s2)CC1,i
Cn1nc2ccc(S(=O)(=O)N3CCCCC3)cn2c1=O,i
COc1ccc(CCC(=O)Nc2ccc(CC(=O)NCc3cccs3)cc2)cc1,i
Cc1ccc(OCC(O)Cn2c(C3CC(=O)N(Cc4ccccc4)C3)nc3ccccc32)c(C)c1 (stereo not given),i
CSc1nc2ccc3nc(NC(=O)c4ccn(C(C)C)n4)sc3c2s1,i
CCOc1nn(CC)cc1-c1nnc(SC)n1CC,i
COc1ccc(OCC(=O)Nc2cc(C3CC3)nn2-c2nc(C(C)C)cc(=O)[nH]2)cc1,i
COc1ccc(CCNC(=O)c2cccc(N3C(=O)CCS3(=O)=O)c2)cc1OC,i
COc1ccc(S(=O)(=O)CC(=O)Nc2sc3c(c2C(N)=O)CCN(C(C)=O)C3)cc1,i
Cc1cc(C)c(S(=O)(=O)NCCC(O)c2cccs2)cc1C (stereo not given),i
Cc1ccc(S(=O)(=O)N(C)CC(=O)Nc2ccc(Cl)cc2)cc1,i
O=C(Nc1ccc2c(c1)OCCO2)N1CCC2(CC1)NC(=O)N(Cc1ccccc1)C2=O,i
CC1CCc2cc(F)ccc2N1C(=O)CN1C(=O)c2ccccc2S1(=O)=O (stereo not given),i
CCS(=O)(=O)Nc1ccc(CC(=O)N2CCOCC2)cc1,i
CCN(CC)CCN(C(=O)c1ccnn1C)c1nc2c(Cl)cccc2s1,i
COc1ccc(-c2noc(-c3ccc(=O)n(CC(=O)N(C)c4ccc(F)cc4)c3)n2)cc1,i
CCOC(=O)N1CCN(CC(O)COC2CC3CCC2(C)C3(C)C)CC1 (stereo not given),i
Cc1cc(S(=O)(=O)NCC2CCN(c3ccccn3)CC2)c(Cl)cc1Cl,i
O=C(CSCc1ccccc1)Nc1cccc(N2CCCCC2=O)c1,i
O=C(CSc1nc(=O)n(CC2CCCO2)c2c1CCCC2)Nc1nc2ccccc2s1 (stereo not given),i
O=C(COc1ccc2ccccc2c1)Nc1ccc(N2CCCC2=O)cc1,i
Cc1ccc(Cn2c(CO)cnc2SCC(=O)Nc2nc3ccccc3s2)cc1,i
Cc1noc(CNC(=O)CC(c2ccccc2)c2ccccc2)n1,i
Cc1ccc(NC(=O)Cn2nc3n(c(=O)c2=O)CCN3c2ccccc2)c(C)c1,i
COCC(=O)N1Cc2nn(-c3ccccc3C)c(-n3cccc3)c2C1,i
CCCCOc1ccc(NC(=O)Nc2cccc(N3CCCS3(=O)=O)c2)cc1,i
COc1ccc(N2C(=O)CCS2(=O)=O)cc1S(=O)(=O)NCCc1cccs1,i
# Continuation:
SMILES,GIRK2 activator
COc1cccc(NC(=O)C2CCCN(c3ccc(-n4ccnc4)nn3)C2)c1 (stereo not given),i
CSc1ccccc1C(=O)NCCS(=O)(=O)N1CCN(c2ccccn2)CC1,i
Cc1cc(OCC(O)CN2CC(C)OC(C)C2)ccc1Cl (stereo not given),i
CC(C(=O)Nc1ccc([N+](=O)[O-])cc1)N1C(=O)c2ccccc2S1(=O)=O (stereo not given),i
COc1ccc(CNC(=O)N2CCC(c3nnc(-c4ccco4)o3)CC2)cc1,i
COc1cccc(NC(=O)c2nnn(Cc3cccc(Br)c3)c2N)c1,i
COCCNS(=O)(=O)c1ccc(Cl)c(C(F)(F)F)c1,i
CNC(=O)/C(C#N)=c1\s/c(=C/C(=O)OC)c(=O)n1-c1ccccc1,i
O=C(NNC(=O)C1CC1)c1ccc(=O)n(Cc2ccccc2)c1,i
Cc1ccc(OCC(O)CN2CCN(CC(O)COC(C)C)CC2)c(C(C)(C)C)c1 (stereo not given),i
O=C(NCCOc1ccc2nnc(-c3ccc(F)cc3)n2n1)NCc1ccccc1,i
CC(=O)Nc1ccc(S(=O)(=O)NCC(C)(O)c2ccc3c(c2)OCO3)cc1 (stereo not given),i
COc1ccc(CC(=O)Nc2ccc(CC(=O)NCc3cccs3)cc2)cc1OC,i
COc1ccc(S(=O)(=O)NCC2(O)CCOCC2)cc1OC,i
O=C(Nc1cccc2nsnc12)C1COCC(=O)N1Cc1ccccc1 (stereo not given),i
O=C(Cc1ccc(NS(=O)(=O)C2CCCCC2)cc1)N1CCOCC1,i
COc1cccc(C(CNC(=O)CSCc2ccccc2)N2CCOCC2)c1 (stereo not given),i
COc1cc(C(=O)N2CCN(c3nccn3C)CC2)cc(OC)c1OC,i
O=C(Nc1nnc(Cc2cccs2)o1)c1sc2ccccc2c1Cl,i
Cn1nc(-c2ccccc2)cc1C(=O)N1CCC(Cn2cccn2)CC1,i
Cc1cccc(Cn2c(C(C)NC(=O)c3ccco3)nc3ccccc32)c1 (stereo not given),i
CCOC(=O)Cn1c(=NC(=O)c2c(C)cnn2C)sc2cc(F)ccc21,i
Cc1ccc(CN2C(=O)NC3(CCN(C(=O)Nc4ccccc4Cl)CC3)C2=O)cc1,i
CCOc1nn(CC)cc1-c1nnc(SCC(=O)c2ccc(Cl)cc2)n1C,i
NC(=O)c1ccc(NC(=O)Cn2nc(-c3ccco3)c3sc(N4CCCCC4)nc3c2=O)cc1,i
CC(C)(C)NC(=O)NCC1(c2cccs2)CC1,i
COc1ccc(C2(CNC(=O)C(=O)NCCc3ccccc3)CCCC2)cc1,i
Cc1ccccc1OCCCCn1c(C(C)NC(=O)c2ccco2)nc2ccccc21 (stereo not given),i
Cc1nc(Nc2ccc(NC(=O)c3ccccc3C(F)(F)F)cc2)cc(-n2cccn2)n1,i
CC(C)CCNC(=O)C(=O)Nc1c2c(nn1-c1ccc(Cl)cc1)CSC2,i
COc1ccc(CC(=O)Nc2ccc(N3CCCCC3=O)cc2)cc1OC,i
